HIV RNase H inh – HIV-1 RT RNase H inhibitors, primary screen, biochemical, fluorescence | Gag-Pol polyprotein (Human immunodeficiency virus type 1 group M subtype B (isolate … | RT-RNase H RNA/DNA duplex cleavage | inhibition, % at 10 µM | 65,000 tested, 1.9% active | AID 565, 2006; in the data active = inhibition above about 50%
RmlC RmlD mix – RmlC and RmlD coupled enzyme inhibitors, primary screen, biochemical, 384-well, compound mixtures, retest. inhibition, % at 5.5 µM. RmlC/RmlD coupled enzyme inhibition, 384-well mixture HTS. 110,000 tested, 0.39% active; in the data active = inhibition above about 30%, passing the limit was not always enough; inconclusive = no clear call, values can overlap the other calls; note: strong numbers were not always called active
* = called active by the depositor; ? = inconclusive; . = no result given.

SMILES | HIV RNase H inh | RmlC RmlD mix
C=CCOC(=O)C1=C(C)Nc2ncnn2C1c1cccs1 (centres undefined) | . | -13
COc1ccc(CNC(=O)c2csc(Cc3ccc(OC)cc3)n2)cc1 | . | 4
CN(C)c1ccc(P(=O)(OCc2ccccc2)C(O)c2cccnc2)cc1 (centres undefined) | -13 | -6
Cc1sc(NC(=O)c2ccco2)c(C(c2ccncc2)N2CCOCC2)c1C (centres undefined) | -13 | -9
COc1ccc(NC(=O)C(NC(=O)CNC(C)=O)c2ccc(C)cc2)cc1 (centres undefined) | . | 5
COc1ccc(NC(=O)C2CC(=O)N(c3cccc(C)c3C)C2)cc1 (centres undefined) | 2 | -9
COc1ccc(OCC(O)Cn2c(Br)nc3c2c(=O)[nH]c(=O)n3C)cc1 (centres undefined) | -7 | 6
CCCC(=O)n1nc(-c2ccco2)nc1N | . | -6
C/C(=C\C(=O)c1ccc(Br)cc1)NCc1ccc(C)cc1 | . | -8
C=CCn1c(N)c(C(=O)NCC2CCCO2)c2nc3ccccc3nc21 (centres undefined) | -7 | 34
O=C(CN1C(=O)COc2ccccc21)N1CCN(c2ccccc2F)CC1 | -2 | 4
CCN(CC)S(=O)(=O)c1ccccc1/C=N\O | -13 | -12
CCCCOc1ccc(CN2CCC(O)CC2)cc1 | -1 | -3
COCCn1c(=O)[nH]c2cc(C(=O)NCC3CCCO3)ccc2c1=O (centres undefined) | -7 | 5
O=C1c2ccccc2C(=O)N1CCc1csc(-c2cccc(Cl)c2)n1 | . | -9
COc1ccc(CC2NCCC3=CC(=O)CCC32)cc1O (centres undefined) | . | -13
NC(=O)[C@@H]1CCCNc2c(F)cc([N+](=O)[O-])cc2C(=O)N[C@@H](CCC(=O)O)C(=O)N[C@@H](CO)C(=O)N1 | . | ?
O=C(NCc1ccccc1Cl)C1CCCN(S(=O)(=O)c2cnc[nH]2)C1 (centres undefined) | -3 | 7
CCOC(=O)COc1cc(OCC(=O)OCC)c2c(=O)cc(-c3ccccc3)oc2c1 | . | -12
O=C(O)c1ccc(NS(=O)(=O)c2cc(C(=O)O)ccc2Br)cc1 | -3 | 5
Cc1onc(-c2c(F)cccc2Cl)c1C(=O)Nc1nnc(C2CC2)s1 | 2 | 5
COC(=O)C(O)(c1cn(C)c2ccccc12)C(F)(F)F (centres undefined) | -48 | 13
CCOC(=O)CSc1n[nH]c(-c2ccco2)n1 | -7 | -5
Cc1cc(C)n(Cc2ccccc2Cl)n1 | -13 | 9
CC(C)n1c(SCC(=O)Nc2ccccc2N2CCCCC2)nc2c1c(=O)n(C)c(=O)n2C | -2 | 6
O=C(CN1CCOc2ccccc21)NCc1ccco1 | -13 | -5
CCOc1nc(C)ccc1-c1noc(-c2ccncc2)n1 | -16 | -12
CCOc1ccc2nc(SC3CC(=O)N(c4ccccc4)C3=O)sc2c1 (centres undefined) | . | -8
CCOc1ccc(NC(=O)N2CC=C(n3c(=O)[nH]c4ccccc43)CC2)cc1 | -18 | 8
COc1cc2cc(CN(C(=O)Nc3ccccc3)C3CCCC3)c(=O)[nH]c2cc1OC | 2 | 20
CCOc1ccc(C2CC(c3ccc(Br)cc3)Nc3nc(N)nn32)cc1 (centres undefined) | 2 | .
C=C(C)C1Cc2c(C)nn(-c3ccccn3)c2C1 (centres undefined) | . | -5
CC(=O)C1=C(C)NC(SCC(=O)c2ccc(F)cc2)=C(C#N)C1c1ccco1 (centres undefined) | -7 | 7
Cc1cc(NC(=O)CSc2ccc3c(c2)OCCO3)no1 | -6 | 6
O=C(Nc1cccnc1)c1cccc(S(=O)(=O)N2CCOCC2)c1 | 1 | 9
O=C(/C=C/c1cccs1)N1CCC2(CC1)Oc1ccc(F)cc1C(=O)C21CC(c2ccccc2)=NO1 (centres undefined) | . | 6
COCC(C)NC(=O)CSc1nc(-c2ccccc2)c(-c2ccccc2)o1 (centres undefined) | . | 8
Nc1nncn1C(=O)CCCOc1ccccc1 | . | 5
O=C(COC(=O)CC1CCCC1)Nc1cc2c(cc1Cl)C(=O)c1ccccc1C2=O | . | -14
Cc1ccc(CNC(=O)/C=C/c2ccccc2Cl)cc1 | . | 9
CC1=NN(c2nc(-c3ccccc3)cs2)C(=O)C1 | . | 1
CCn1c(COc2ccccc2C)nnc1SCC(=O)CC(=O)Nc1ccccc1 | -7 | 0
OCCN1CCN(c2ncnc3ccc(Br)cc23)CC1 | -14 | 7
COCCNC(=O)CN1C(=O)COc2ccc(Cl)cc21 | -35 | .
Cc1cnn(-c2ccc3nnc(-c4ccc(Cl)cc4)n3n2)c1 | . | -2

Record cards, as listed above. Screens in order: HIV RNase H inh | RmlC RmlD mix
Results for Cc1ccc(CNC(=O)/C=C/c2ccccc2Cl)cc1 : . | 9
Results for CC(=O)C1=C(C)NC(SCC(=O)c2ccc(F)cc2)=C(C#N)C1c1ccco1 (centres undefined) : -7 | 7
Results for C=C(C)C1Cc2c(C)nn(-c3ccccn3)c2C1 (centres undefined) : . | -5
Results for O=C(Nc1cccnc1)c1cccc(S(=O)(=O)N2CCOCC2)c1 : 1 | 9

Shown with tabs: part of the list above
SMILES	HIV RNase H inh	RmlC RmlD mix
Cc1cc(NC(=O)CSc2ccc3c(c2)OCCO3)no1	-6	6
COc1ccc(CNC(=O)c2csc(Cc3ccc(OC)cc3)n2)cc1	.	4
CCOc1ccc2nc(SC3CC(=O)N(c4ccccc4)C3=O)sc2c1 (centres undefined)	.	-8

(next part)
SMILES | HIV RNase H inh | RmlC RmlD mix
O=C(Cc1cccs1)NCc1cccs1 | 2 | 4
COc1ccc(C2(O)CCN(CCCCOc3ccccc3)CC2)cc1 | 2 | -7
COc1ccc(C2CC(O)(C(C)(C)O)NO2)cc1 (centres undefined) | -1 | -8
COC(=O)c1ccccc1NC(=O)N1CCN(C/C=C/c2ccccc2)CC1 | -17 | -5
O=C1CCCN1c1cccc(Br)c1 | . | 12
O=C1CC(C2CCCO2)C(=O)N1c1ccccc1 (centres undefined) | . | -15
CN1C(C(=O)NCc2ccco2)CC2Cn3c(nc4cc(Cl)c(Cl)cc43)C21 (centres undefined) | . | 18
CNC(=O)c1csc(-c2ccccc2)n1 | . | 12
CCOC(=O)Cn1cc(C(=O)c2ccccc2F)c2ccccc21 | . | -12
COCC(=O)NC1CCN(CC(=O)Nc2ccc(OC)cc2[N+](=O)[O-])CC1 | . | -16
CCC(Sc1nc(=O)cc(N)n1-c1ccccc1)C(=O)Nc1cc(C)on1 (centres undefined) | -9 | -13
Cc1cc(-n2c(=O)c(C#N)cc3c(=O)n4cccc(C)c4nc32)no1 | 1 | 47*
O=C(c1cccc(F)c1)N1CCN(C(=O)c2cc3ncc(Br)cn3n2)CC1 | . | -5
Clc1ccc(NNc2ccnc3cc(Cl)ccc23)cc1 | . | 10
CCn1c2ccccc2c2cc(NC(=O)CSc3nnc(-c4cccc(OC)c4)n3N)ccc21 | . | 4

Fetched by compound from the list above:
SMILES | HIV RNase H inh | RmlC RmlD mix
CCn1c2ccccc2c2cc(NC(=O)CSc3nnc(-c4cccc(OC)c4)n3N)ccc21 | . | 4
COc1ccc(C2CC(O)(C(C)(C)O)NO2)cc1 (centres undefined) | -1 | -8
O=C1CC(C2CCCO2)C(=O)N1c1ccccc1 (centres undefined) | . | -15
O=C1CCCN1c1cccc(Br)c1 | . | 12

(continued)
SMILES | HIV RNase H inh | RmlC RmlD mix
CC1=CC(C)(C)N(C(=O)CSc2nnc(-c3ccc(C)cc3)o2)c2ccc(C)cc21 | . | -15
CC#CCN1c2ccccc2[C@]23C[C@@H](C(=O)OC)N(C(=O)NC4CCCCC4)C2=NC(C(=O)OC)=C(C(=O)OC)[C@H]13 | . | -41
CCOC(=O)c1ccc(-n2cncn2)nc1 | . | 10
CCN1C(=O)CS/C1=C(\C#N)S(=O)(=O)c1ccccc1 | -8 | -11
COC(=O)c1ccc(NC(=O)CSc2nnc(C)n2-c2ccccc2)cc1 | -57 | 12
Cc1ccc(-c2nnn(CC(=O)NC3CCCc4ccccc43)n2)cc1 (centres undefined) | . | -27
COC(=O)c1ccccc1NS(=O)(=O)c1ccc2c3c(cccc13)C(=O)N2 | -27 | -19
O=C(Nc1ccc2c(c1)OCO2)C1CCCN(S(=O)(=O)c2cccs2)C1 (centres undefined) | -18 | 1
Cc1ccc(-c2nc3ccccc3[nH]2)cc1NC(=O)/C=C/c1ccco1 | . | 11
Cc1cc(C)c(O)c(-c2cc(C(=O)NCc3ccccc3)[nH]n2)c1 | . | 5
CCOC(=O)CCCOC(=O)c1ccc(S(=O)(=O)N(C)C)cc1 | -17 | 3
CCO[C@@H]1OC(C(=O)NCc2nc3ccccc3[nH]2)=C[C@H](C(C)(C)C)[C@H]1CCCO | . | -10
COc1ccc(NC(=O)C2(N(CC(C)C)C(=O)Cn3nnnc3N)CCCCC2)cc1 | 9 | .
CCOC(=O)N1CCN(C(=O)c2cn(C)c3ccc(S(=O)(=O)N4CCCC4)cc3c2=O)CC1 | -9 | 7
COC(=O)c1c(CCl)noc1C(=O)NCC1CCCO1 (centres undefined) | . | 2
N#CCSc1nc2c(c(C3CC=CCC3)c1C#N)CCC2 (centres undefined) | -27 | -12
CCn1c2ccccc2c2cc(NC(=O)c3ccc([N+](=O)[O-])cc3)ccc21 | . | 4
Cc1ccc(-c2noc(COc3ccc4c(c3)OCO4)n2)cc1 | . | 0
Cc1cc(C(F)(F)F)nn1CC(=O)N1CCOCC1 | . | 10
Cn1c(N2CCN(C(=O)NCc3ccccc3)CC2)nc2ccccc21 | 20 | -13
CCOC(=O)C1(S(=O)(=O)c2ccc(Cl)cc2)CCN(Cc2ccc(Cl)cc2)CC1 | . | -7
O=C(NS(=O)(=O)c1ccccc1Cl)c1ccc[nH]1 | 0 | .
CC1CN(C)C(C)(C)CC1(O)c1ccccc1 (centres undefined) | . | 2
COc1ccc(-n2c(SCC(=O)Nc3ccc(C(=O)O)cc3)nnc2-c2cccs2)cc1 | -34 | -8
CCC(C)(C(=O)NC1CCCC1)N(C(=O)c1ccccn1)c1ccc(C)cc1 (centres undefined) | . | 4
COc1ccc(OC)c(S(=O)(=O)n2nnc3cc(Cl)ccc32)c1 | -11 | 1
COc1cccc(C(=O)Nc2ccc(C)cc2)c1 | -11 | 12
COc1ccc(C(C)=O)c2c1OCCO2 | -8 | -10
CC1(C)CC(=O)C=C(NCCc2ccc(S(N)(=O)=O)cc2)C1 | -8 | 3
O=C(COc1ccccc1)NNC(=S)NC(=O)c1ccc(Cl)cc1Cl | . | -14

Quoted from the listing.
O=C(COc1ccccc1)NNC(=S)NC(=O)c1ccc(Cl)cc1Cl – RmlC RmlD mix: -14
O=C(NS(=O)(=O)c1ccccc1Cl)c1ccc[nH]1 – HIV RNase H inh: 0
Cc1ccc(-c2noc(COc3ccc4c(c3)OCO4)n2)cc1 – RmlC RmlD mix: 0
Cn1c(N2CCN(C(=O)NCc3ccccc3)CC2)nc2ccccc21 – RmlC RmlD mix: -13
CC1CN(C)C(C)(C)CC1(O)c1ccccc1 (centres undefined) – RmlC RmlD mix: 2
COc1ccc(-n2c(SCC(=O)Nc3ccc(C(=O)O)cc3)nnc2-c2cccs2)cc1 – RmlC RmlD mix: -8
COc1ccc(OC)c(S(=O)(=O)n2nnc3cc(Cl)ccc32)c1 – HIV RNase H inh: -11

(continued)
SMILES | HIV RNase H inh | RmlC RmlD mix
CCCOc1ccc(/C(O)=C2/C(=O)C(=O)N(CCN(CC)CC)C2c2ccncc2)cc1 (centres undefined) | -10 | .
FC(F)(F)c1ccc(N2CCOCC2)c(Nc2nc3ccccc3n3cnnc23)c1 | -100 | -5
COc1ccc(C2C(C#N)=C(N)OC3=C2C(=O)CC(C)(C)C3)c(OC)c1OC (centres undefined) | -9 | 6
COc1ccc(C(c2nnnn2CCc2ccccc2)N2CCN(C3CCCC3)CC2)cc1 (centres undefined) | 6 | -9
Cc1cccc(N/C(N)=N/c2nc3c(c(=O)[nH]2)CCCC3)c1 | -16 | -8
N#Cc1ccccc1CSc1nc2ncc(Br)cc2[nH]1 | -5 | 0
Cc1nnc(SCc2cc(=O)[nH]c(N3CCCCC3)n2)s1 | -76 | 2
COc1ccc(N=Cc2nc(-c3ccco3)oc2O)cc1 | . | 7
CCc1cc2c(=O)c(Oc3ccccc3)c(C)oc2cc1O | -6 | -6
COc1cccc(-c2nnc(SCC(=O)Nc3ccc(OC)c(OC)c3)n2N)c1 | -15 | -6
O=C(COc1ccc(S(=O)(=O)NCc2ccccc2)cc1)N1CCOCC1 | . | -8

Compound activity as filed in PubChem BioAssay.

Some of the compounds tested; rates above refer to the full screens.
